# Screening results: PubChem, The Scripps Research Institute Molecular Screening Center
# DDE Tn7 FP inh = inhibitors of Tn7 peptide binding to fibrin DD(E), primary screen, biochemical, fluorescence polarization, human fibrin, Tn7 probe; FP displacement of FITC-Tn7 peptide from fibrin DD(E); 0% = median of compound wells per plate; inhibition, % at 8.3 µM; hit rate 0.13% among 370,000;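 active means inhibition above the mean of compounds falling within the control limits plus 3 SD of them, cut at about 14% in these data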;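 further: 0% = plate median of compound wells and 100% = 10 µM Aha-Tn7 peptide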
# Target sequence (P02675 whole entry, looked up): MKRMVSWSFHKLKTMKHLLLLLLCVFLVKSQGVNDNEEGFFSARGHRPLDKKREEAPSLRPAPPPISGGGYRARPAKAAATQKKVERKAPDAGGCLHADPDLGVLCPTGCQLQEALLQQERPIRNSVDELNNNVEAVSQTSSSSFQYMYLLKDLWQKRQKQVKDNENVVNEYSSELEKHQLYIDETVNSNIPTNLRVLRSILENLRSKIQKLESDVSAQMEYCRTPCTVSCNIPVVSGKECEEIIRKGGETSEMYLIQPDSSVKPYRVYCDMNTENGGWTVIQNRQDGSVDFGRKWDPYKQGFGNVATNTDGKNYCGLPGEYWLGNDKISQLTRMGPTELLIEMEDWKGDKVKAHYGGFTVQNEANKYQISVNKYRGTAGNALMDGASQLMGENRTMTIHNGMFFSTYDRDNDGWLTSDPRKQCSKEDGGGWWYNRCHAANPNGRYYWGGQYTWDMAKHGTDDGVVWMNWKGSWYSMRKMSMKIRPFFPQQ
#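 Assay system: Fibrin-DD(E) protein isolated from polymerized human fibrin clots; read-out basis: percent inhibition; medium: Tris/NaCl/CaCl2 buffer, pH 7.8; signal: FP measurement; incubation: 10 min plus 3 h, room temperature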
# TDP2 inh = human TDP2 enzyme inhibitors, primary screen, biochemical, epi absorbance, recombinant enzyme; Tyrosyl-DNA phosphodiesterase 2 (Homo sapiens), O95551; T5PNP hydrolysis, p-nitrophenol absorbance 415 nm; inhibition, % at 12.8 µM; hit rate 0.34% among 370,000;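 active means inhibition above the mean of all tested compounds plus 3 SD, set per campaign, cut at about 25% in these data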;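 further: 0% = DMSO with enzyme and 100% = buffer with substrate but no TDP2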
# Target sequence (O95551 whole entry, looked up): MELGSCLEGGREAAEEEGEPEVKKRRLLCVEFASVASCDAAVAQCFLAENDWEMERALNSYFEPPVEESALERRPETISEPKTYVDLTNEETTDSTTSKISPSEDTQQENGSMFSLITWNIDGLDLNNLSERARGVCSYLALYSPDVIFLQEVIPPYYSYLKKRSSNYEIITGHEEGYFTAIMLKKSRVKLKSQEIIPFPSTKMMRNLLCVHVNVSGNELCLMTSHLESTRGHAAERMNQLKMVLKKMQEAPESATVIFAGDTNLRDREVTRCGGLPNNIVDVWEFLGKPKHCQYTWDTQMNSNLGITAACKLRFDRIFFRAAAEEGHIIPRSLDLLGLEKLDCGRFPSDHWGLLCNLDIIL
#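 System: recombinant human TDP2 / Amount: 120 nM TDP2 per well / Also added: 5 mM T5PNP chromogenic substrate / Doses: 12.8 µM single point, 1% DMSO / Incubation: 2 h at 37 °C / Detection: p-Nitrophenol epi absorbance / Evaluation: % inhibition relative to enzyme-containing and enzyme-free wells / Repeats: singlicate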
# HTRA1 inh = HTRA1 serine protease inhibitors, primary screen, biochemical, fluorescence polarization, HTS; hit rate 0.5% among 340,000; AID 504803, 2011; Q92743; recombinant HTRA1, FP-rhodamine activity-based probe; inhibition, % at 5.96 µM; in the data active means inhibition above about 36%;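 further: 0% = enzyme with DMSO and 100% = wells lacking enzyme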
# UHRF1 binding = UHRF1 methylated DNA binding inhibitors, primary screen, counter-screen for MBD2 inhibitor project, biochemical, TR-FRET, human UHRF1, single concentration; E3 ubiquitin-protein ligase UHRF1 (Homo sapiens), Q96T88; hit rate 0.75% among 370,000; UHRF1 binding to methylated oligo; inhibition, % at 4.4 µM; in the data active means inhibition above about 21%;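 further: UHRF1 SRA domain binding a hemimethylated CpG hairpin DNA probe; 0% = median of test compound wells and 100% = reference inhibitor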
# PG9 Ab binder = binders of HIV-1 gp120 antibody PG9, primary screen, biochemical, TR-FRET | HIV-1 gp120 / PG9 antibody interaction | TR-FRET gp120-PG9 antibody binding | inhibition, % at 6.7 µM | hit rate 0.43% among 360,000 | AID 624416, 2012; in the data active means inhibition above about 8.5%
# SIAE primary = human SIAE inhibitors, primary screen, biochemical, fluorescence polarization, FP-Rh probe, 1536-well HTS; hit rate 0.69% among 370,000; SIAE FP-Rh probe binding; Sialate O-acetylesterase (Homo sapiens), Q9HAT2; AID 1053197, 2014; inhibition, % at 9.66 µM;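 active means inhibition above a cutoff: mean of compounds within the control limits plus 3 SD of those, cut at about 17% in these data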;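 further: 0% = plate median of compound wells and 100% = probe without SIAE protein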
# PRMT1 inh = PRMT1 methyltransferase inhibitors, primary screen, biochemical, fluorescence polarization; recombinant PRMT1, activity-based probe fluorescence polarization; inhibition, % at 2.79 µM; hit rate 1.3% among 370,000;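 active means inhibition above about 21% made by adding two undisclosed values, limit read from the data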
# mABHD4 FP = ABHD4 inhibitors, primary screen, biochemical, fluorescence polarization, mouse; purified mABHD4, FP-Rh probe fluorescence polarization; inhibition, % at 8.92 µM; hit rate 0.54% among 370,000; AID 720543, 2013;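 active means inhibition exceeding the mean over every tested compound plus 3 SD, cut at about 30% in these data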;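 further: 0% = plate median of compound wells and 100% = S159A mutant with DMSO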
#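 Test system: mABHD4 protein | Buffer or medium: HEPES pH 7.0 buffer, 150 mM NaCl, 0.01% Pluronic F-127 | Probe or stimulus: FP-Rh fluorescent activity-based probe, added after compound pre-incubation | Timing: Pre-incubation 45 min, probe exposure 60 min, at 25 °C | Technique: Fluorescence polarization, excitation 525 nm, emission 598 nm, BODIPY TMR filters | Repeats: Single well per compound (singlicate)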
# TCR-CD3 inh = inhibitors of human TCR-CD3 interaction, primary screen, biochemical, fluorescence, TAMRA-labeled TCR probe; T-cell receptor (TCR); inhibition, % at 9.4 µM; hit rate 0.37% among 360,000; AID 651800, 2012; in the data active means inhibition above about 19%;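 further: recombinant mutant TCR 2C K166C tagged with TAMRA read by polarization; 0% = receptor in buffer alone and 100% = receptor with positive control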
# LEDGF integ inh = blockers of LEDGF/p75-dependent integrase strand transfer – biochemical, TR-FRET, high throughput, primary screen; HIV-1 integrase (with human LEDGF/p75); TR-FRET IN-LEDGF/p75 DNA integration, Eu/Cy5; inhibition, % at 3.7 µM; hit rate 0.64% among 370,000;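 active means inhibition above the screen-wide mean plus 3 SD, cut at about 13% in these data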;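 further: signal is the Cy5 over europium emission ratio at 671 and 618 nm; 0% = plate median of compound wells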
# * marks the source's active call; other numbers are inactive results; x = not tested or not shown.
# Every second line gives: DDE Tn7 FP inh, TDP2 inh, HTRA1 inh, UHRF1 binding, PG9 Ab binder, SIAE primary, PRMT1 inh, mABHD4 FP, TCR-CD3 inh, LEDGF integ inh
Cc1cccc(C(C)C)c1NC(=O)COC(=O)CCC(=O)N(CC(C)C)c1c(N)n(CC(C)C)c(=O)[nH]c1=O
    8, 7, -2, 0, -0.2, -2, 4, 1, -1, -1
CCc1nc2c(OCc3cc(Cl)cc(Cl)c3)cccn2c1N(C=O)Cc1ccc(OC)cc1
    -5, -11, x, 1, -1.6, -4, -2, 7, 2, 3
COc1ccc(S(=O)(=O)N2CCCCC2)cc1NC(=O)C1COc2ccccc2O1 (centres undefined)
    6, -2, -22, -2, 0.4, -5, 2, -6, 2, 0
CCOc1ccc(Br)cc1C(=O)N/N=C/c1cccc(C)n1
    0, -4, 4, 1, 1.6, 1, 4, -1, -5, 3
Cc1c(CN2CCC(Oc3ccc(C(=O)N4CCCCC4)cc3)CC2)cnn1C
    -5, 2, -3, 1, -0.3, 4, 3, 8, -3, -1
COc1ccc2cnnc(SCC(=O)Nc3ccccc3)c2c1OC
    -3, -3, -6, 1, -1.1, 1, 3, -5, 1, 5
CCN(C(=O)COC(=O)c1ccc(Sc2ncn[nH]2)c([N+](=O)[O-])c1)c1ccccc1
    6, 1, x, 0, x, 6, 1, -1, x, 0
CC1=C(C(=O)Nc2cccc(C(=O)N3CCC(C(N)=O)CC3)c2)SCCO1
    4, -11, 0, 2, -0.2, 5, 7, 2, -5, -4
Cc1ccc(C)c(S(=O)(=O)N2CCN(C(=O)CCC(=O)c3cc(C)sc3C)CC2)c1
    -2, -6, -25, 3, 1.3, -1, 0, 4, -4, -8
COc1ccccc1NC(=O)COc1ccc(C(=O)OCC(=O)NC(C)(C)C)cc1OC
    -6, -21, -6, 3, 0.0, 5, -1, -13, -4, 2
COc1ccc(Cl)cc1N1C(=O)C2CCCN2C1c1cccc(F)c1 (centres undefined)
    3, -1, 2, -3, -0.5, 2, -4, 1, -2, -3
CCNC(=S)N(Cc1ccccc1)Cc1nc2ccccc2c(=O)[nH]1
    7, 6, 3, 4, -0.3, -2, 0, 8, -3, 70*
CC1CN(CCOc2ccccc2-c2ccccc2)CC(C)O1 (centres undefined)
    0, -12, 1, 6, -1.3, -1, 3, 11, -4, -2
Cc1cc(/C=C(\C#N)C(=O)NCc2ccco2)c(C)n1-c1ccc(C(=O)O)cc1
    0, 9, -7, -1, 2.6, 2, 1, -2, -10, -1
Cc1ccc(S(=O)(=O)N2CCC(C(=O)OC(C)C(=O)NCc3ccccc3)CC2)cc1C (centres undefined)
    -3, -15, -3, 5, -0.8, 8, -2, 0, -6, 1
Cc1ccc(NS(=O)(=O)c2ccc(N3C(=O)CCC3=O)cc2)cc1
    0, -1, -3, 1, -1.4, -4, 3, -4, -2, -2
O=C1CCC(C(=O)N2CCN(c3cnccn3)CC2)CN1CCc1ccccc1 (centres undefined)
    4, 3, 5, -2, 1.0, 1, 1, 1, -7, 1
CCOc1ccc2nc(NC(=O)c3cccc(-c4cc5ccccc5oc4=O)c3)sc2c1
    -5, 1, 1, 1, -0.2, -42, 1, -4, 5, 1
O=C(N/N=C/c1cn(Cc2cccc(F)c2)c2ccccc12)c1cc(O)cc(O)c1
    1, 7, 4, 66*, -2.6, 37*, 11, 26, 47*, 39*
CC1CC(C)(C)CC2(C1)NC(=O)N(CC(=O)N(C)Cc1nc3ccccc3c(=O)[nH]1)C2=O (centres undefined)
    4, 4, -7, -2, 1.0, 19*, 1, 5, 9, -2
Cc1cccc[n+]1C1C(c2ccc([N+](=O)[O-])cc2)C(C#N)=C(C(=C=[N-])C#N)NC1(O)C1CC1 (centres undefined)
    3, 9, 14, 0, -0.2, 40*, 6, 10, -12, 1
O=C(O)CCSc1nnc(SCC(=O)NC2CCS(=O)(=O)C2)s1 (centres undefined)
    -5, 10, 5, 0, -1.5, 12, 0, 2, -6, 1
Cc1cc(C)n(CC(=O)NN)n1
    -7, 5, 2, -1, -2.5, 2, -2, 0, 4, 2
Cc1cc(C(=O)OCC(=O)N(C)c2ccccc2)ccc1[N+](=O)[O-]
    3, -1, -2, 6, -0.6, -10, 10, -10, 0, 0
COc1cc(OC)c(C2SCCS2)c(OC)c1
    3, 4, -1, 0, 0.8, -2, 7, 7, -9, 6
Nc1ccc(N=Nc2ccccc2)c2ccccc12
    -3, -7, 7, 0, -0.7, 8, -5, 6, 5, -2
CC(C)C(=O)O/N=C(\N)c1ccc(Oc2ccc(Cl)cc2)c([N+](=O)[O-])c1
    1, 10, -7, -2, 0.5, 5, 2, -1, -1, -2
CCn1c(SCC(=O)c2ccc(O)c(O)c2)nnc1-c1ccccc1
    5, -8, 28, 0, -0.3, 7, 5, 18, 16, -6
Cc1cccc(OCC(=O)NNC(=O)CSc2ncc(C#N)c(N)n2)c1
    0, -1, -8, -2, -0.8, -6, 1, 0, 9, 0
COc1ccc2nc(SCC(=O)NCc3ccc(F)cc3)[nH]c2c1
    -3, -22, 0, 2, -1.2, -1, -2, 0, 2, -2

# (cont.)
# Every second line gives: DDE Tn7 FP inh, TDP2 inh, HTRA1 inh, UHRF1 binding, PG9 Ab binder, SIAE primary, PRMT1 inh, mABHD4 FP, TCR-CD3 inh, LEDGF integ inh
CC1(C(=O)N2CCN(c3ccccc3)CC2)CC1(Cl)Cl (centres undefined)
    -1, -3, 3, -1, 1.1, 0, 6, 5, -6, -3
CSc1nc(N)nc(N(C)C)n1
    -3, 3, 4, 0, -1.2, 0, -3, 1, 1, 2
Nc1ccc(-c2cn3cccnc3n2)cc1
    -8, -9, 2, -2, -1.3, 3, -2, 8, 4, 1
O=S(=O)(Nc1ccc2c(c1)nc1n2CCN(Cc2ccccc2)C1)c1ccccc1
    -9, -7, -13, -2, 0.2, -4, -3, 9, 4, 8
COC(=O)c1cn(-c2ccc(Cl)cc2)c(=O)c2ccccc12
    -6, 3, -10, 2, -0.6, -10, 2, -1, 4, -2
Cc1ccc(C)c(OCCCN2CCCC2)c1
    -2, 4, 1, 0, -2.6, 1, 3, 8, 10, 4
O=c1cc(NC2CCCCCC2)[nH]c(=O)[nH]1
    -7, 1, 1, -1, 0.4, -7, -1, -4, 4, 3
O=C(CSc1nnc2ccc(-c3ccccn3)nn12)Nc1ccccc1
    -3, 10, 2, 1, -2.1, 3, -1, 2, 6, 3
Cc1cc(/C=N/NC(=O)C(=O)N2CCCC2)c(C)n1-c1cccc(Br)c1
    2, -7, -8, -2, -0.6, 8, 0, -1, -3, 2
Cc1cccc(C)c1NC(=O)[C@H]1CC(=O)O[C@@H]1c1ccccc1
    0, -2, x, 0, x, -2, 0, -2, x, 3
CN(CC(=O)NCc1ccc2c(c1)OCO2)S(=O)(=O)c1ccc(F)cc1
    0, -1, 2, -1, -1.1, 6, -5, -4, 8, 6
Cc1ccc(CCCOC(=O)C[N+]2(C)CCCCC2)cc1
    4, 5, 1, -1, 1.1, 9, -4, 2, 2, 0
CCOC(=O)C[C@H]1c2ccc(C(F)(F)F)cc2S(=O)(=O)N1C(C)C
    2, 10, 2, -2, -0.1, -7, 1, 9, 5, 0
O=C(Nc1cccc(-c2nc3cccnc3s2)c1)c1ccc(Cl)nc1
    3, -4, -6, -1, 0.3, -43, 2, -2, 7, -3
CCCNC(=S)N1CCN(C)CC1
    0, 10, 0, 0, -0.6, 5, -1, 10, -4, 0
CC(=O)N1c2ccc(S(=O)(=O)NCC3CCC(C(=O)Nc4cccc(C)n4)CC3)cc2CC1C (centres undefined)
    4, -17, -5, 7, -1.4, 3, -5, 0, -3, 1
Cc1ccc(S(=O)(=O)Nc2c(C)nn(C)c2C)cc1C
    -3, 11, 4, -1, 0.9, 11, 1, 5, -4, -1
O=S(=O)(NCc1ccco1)c1cnc(Cl)c(Cl)c1
    5, 4, -1, 2, -2.2, 4, 2, 1, -3, 0
Cc1ccc(C(=O)n2cnnc2N)cc1C
    -4, -9, 1, 1, -0.7, -1, -2, -8, 0, 0
CCOC(=O)N1CCN(C(=O)C[C@H]2C(=O)N(CCCOC)C3=CCCCC[C@]32C(=O)OC)CC1
    1, 10, x, -3, x, 15, -1, 8, x, -2
CCOC(=O)[C@]12CCCC=C1N(CCc1ccc(OC)c(OC)c1)C(=O)[C@H](CC(=O)NCCc1ccccc1OC)C2
    14, 6, x, -3, -0.1, -3, -6, -8, 6, 5
N#CC(CO)(Cc1ccc(OC(F)F)cc1)c1nc2ccccc2[nH]1 (centres undefined)
    -1, 9, -8, -3, -1.9, -1, 0, -4, -1, 2
CCOCCCNC(=O)C1CCC(CNS(=O)(=O)c2ccc(F)cc2)CC1 (centres undefined)
    0, -2, 4, 3, 0.2, -4, 1, -13, -14, -1
Cc1ccccc1NC(=O)NNC(=O)COc1ccc2ccccc2c1
    -2, -3, -3, -1, -1.2, -11, -2, -13, 4, 3
C[C@H]1CN([C@@H](C)CO)C(=O)c2cc(Br)cnc2O[C@H]1CN(C)S(=O)(=O)c1cccs1
    -2, 1, -2, 0, -0.8, -1, 5, 5, -8, -3
COc1ccc(C)cc1NC(=O)NC1CCCCCCC1
    1, 5, -10, -2, 0.3, 3, -3, -13, 1, 1
CCN(CC)CCNC(=O)C12CC3CC(CC(C3)C1)C2
    -1, 5, -2, -1, -0.3, 2, 2, 2, -5, 3
CNC(=O)C(=O)NCCN1CCN(C(=O)c2ccc([N+](=O)[O-])cc2)CC1
    3, -9, 5, 2, -1.8, 3, 2, -8, 1, -5
C[C@@H](C(=O)Nc1nccs1)N1C(=O)C2CC=CCC2C1=O (some centres undefined)
    -10, -13, -1, 2, -0.4, -8, -4, -8, 1, 2
COc1ccc(C2=NS(=O)(=O)N(C)C(C(=O)Nc3cc(C)ccc3O)=C2)cc1OC
    -4, -3, -10, 1, -1.3, -3, -2, -10, -2, 2
COc1cccc(Oc2cnc(N)nc2-c2ccc(OC)cc2O)c1
    0, 9, -23, -3, -0.4, 7, -2, -4, 5, 3

# Limited to PRMT1 inh, for some of the entries so far:
Structure	PRMT1 inh
CCOC(=O)C[C@H]1c2ccc(C(F)(F)F)cc2S(=O)(=O)N1C(C)C	1
Cc1ccc(CCCOC(=O)C[N+]2(C)CCCCC2)cc1	-4

# Outcome played no part in choosing rows; any-hit rate near 4.2%.
